Rin1-Abl PPI inh – human Rin1-Abl interaction inhibition; P00519+Q13671; TR-FRET Rin1/Abl binding, biochemical; inhibition, % at 7.35 µM; AID 588664; 0.4% of 360,000 active; in the data active = inhibition above about 5%, passing the limit was not always enough
Rpn11 inh – Rpn11 (human) deubiquitinase inhibition | human 26S proteasome, Ub4-pepOG fluorescence polarization; 20S core pre-blocked with epoxomicin | calls only at 20 µM | AID 588493 | O00487 | 0.59% of 360,000 active;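 active = inhibition at 20 µM, scaled to each plate's controls, above about 33%, limit read from the data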
NadD block – blocks S. aureus nicotinate mononucleotide adenylyltransferase. purified NadD enzyme, colorimetric absorbance read-out. 0.78% of 360,000 active. inhibition, % at 20 µM. AID 602399; in the data active = inhibition above about 26%; note: some compounds past the cut are filed as inactive
DNMT1 block – blocks human DNA methyltransferase DNMT1; DNMT1 molecular beacon, Hinp1I cleavage, fluorescence; inhibition (reported as % activation of signal), % at 10 µM; P26358; 0.83% of 360,000 active; AID 588458; in the data active = inhibition above about 50%
CSN deneddyl inh – inhibitors of human CSN-mediated cullin deneddylation; Q92905; Purified CSN, SCF-Nedd8-OG deneddylation, fluorescence polarization; inhibition, % at 12.5 µM; 0.38% of 360,000 active;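 active = pattern-corrected inhibition above about 35%, with an unprinted fluorescence ratio check between 0.5 and 1.5, limit read from the data, passing the limit was not always enough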;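 note: 0% = enzyme with substrate and 100% = substrate without enzyme; some results filed as inactive read as strong as hits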
Target sequence (Q92905 whole entry, looked up, one chain of several): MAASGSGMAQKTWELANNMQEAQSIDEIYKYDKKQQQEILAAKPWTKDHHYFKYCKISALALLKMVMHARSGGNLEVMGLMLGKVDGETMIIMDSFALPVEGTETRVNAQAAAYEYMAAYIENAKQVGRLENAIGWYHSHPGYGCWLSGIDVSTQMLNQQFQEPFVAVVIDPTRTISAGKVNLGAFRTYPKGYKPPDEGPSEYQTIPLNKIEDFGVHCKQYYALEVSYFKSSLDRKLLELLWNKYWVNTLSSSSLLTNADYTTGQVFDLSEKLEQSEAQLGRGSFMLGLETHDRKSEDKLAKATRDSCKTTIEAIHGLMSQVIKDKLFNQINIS
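Assay system: Purified human Csn5 enzyme expressed in HEK293T cells | Amount: Enzyme 0.24 nM | Measured by: Fluorescence polarization readout | Medium: Tris/NaCl/DTT buffer, pH 7.5 | Compound dosing: One concentration, 12.5 µM, 0.25% DMSO | Times: 90 min incubation of compound, enzyme and substrate at room temperature | Control set: no-enzyme wells high, enzyme-with-substrate wells low | Read-out: % inhibition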
STEP inh – blocks human striatal-enriched tyrosine phosphatase; P54829; recombinant STEP, OMFP fluorogenic substrate, fluorescence; inhibition, % at 20 µM; 0.25% of 360,000 active; AID 588621;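 active = inhibition at 20 µM, scaled per plate between control wells, above about 37%, limit read from the data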;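 note: 0% = DMSO with enzyme and substrate and 100% = substrate only without enzyme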
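Also added – OMFP at 25 µM · Test system – STEP tyrosine phosphatase · Technique – FITC-channel fluorescence of OMFP product · Schedule – 20 min at room temperature, dark · Evaluation – control-normalized % inhibition with plate pattern correction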
LMPTP block – blocks human LMPTP phosphatase; recombinant LMPTP-A, OMFP fluorogenic substrate, fluorescence intensity; inhibition, % at 20 µM; 0.22% of 360,000 active; AID 651560; P24666;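 active = compounds that cut the enzyme signal by at least half of the control window in the single-dose screen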;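 note: plate controls were DMSO wells with enzyme plus substrate for no effect and substrate without enzyme for full effect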
Target sequence (P24666 whole entry, looked up): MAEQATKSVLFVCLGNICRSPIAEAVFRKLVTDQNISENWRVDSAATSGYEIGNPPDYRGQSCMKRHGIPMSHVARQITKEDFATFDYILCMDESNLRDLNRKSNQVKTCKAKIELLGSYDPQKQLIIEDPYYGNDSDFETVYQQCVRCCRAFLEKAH
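Assay system: LMPTP-A, protein tyrosine phosphatase of low molecular weight / Medium: pH 6.0 Bis-Tris buffer with DTT and Triton X-100 / Schedule: 50 min enzyme reaction at room temperature, protected from light / Measured by: endpoint fluorescence intensity from OMFP dephosphorylation / Read-out basis: % inhibition relative to no-enzyme and uninhibited control wells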
Neddylation inh – cullin neddylation inhibition; P61081+Q13564; calls only at 25 µM; TR-FRET cullin neddylation, biochemical; AID 651699; 0.58% of 360,000 active; in the data active = inhibition above about 36%
SUMO1 PPI mod – SUMO1-SIM interaction modulation; 0.33% of 360,000 active; SUMO1 binding to a labelled peptide, TR-FRET, 1 h; inhibition, % at 20 µM; AID 602429; in the data active = inhibition above about 37%
Target sequence (P63165 whole entry, looked up): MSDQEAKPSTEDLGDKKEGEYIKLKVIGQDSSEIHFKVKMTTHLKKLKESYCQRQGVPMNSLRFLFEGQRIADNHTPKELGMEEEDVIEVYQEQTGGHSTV
Scp1 inh – inhibitors of human Scp-1 phosphatase; Q9GZU7; Recombinant Scp1, phosphopeptide, malachite green phosphate absorbance; inhibition, % at 20 µM; 0.88% of 340,000 active;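 active = inhibition above about 50% at 20 µM, limit read from the data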;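 note: plate controls were DMSO wells with enzyme for no effect and wells lacking enzyme for full effect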
Target sequence (Q9GZU7 76-261 limits assumed): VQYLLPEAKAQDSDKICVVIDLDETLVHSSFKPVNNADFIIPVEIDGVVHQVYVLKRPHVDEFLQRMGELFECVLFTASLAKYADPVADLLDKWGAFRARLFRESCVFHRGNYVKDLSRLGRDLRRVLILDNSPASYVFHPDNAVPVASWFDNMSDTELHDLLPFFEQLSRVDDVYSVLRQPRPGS
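Material – SCP-1 phosphatase catalytic domain, residues 76-261 · Buffer or medium – Acidic Tris acetate buffer with magnesium and detergent · Also added – Phospho 17-mer peptide substrate · Compound – single 20 µM dose, 1% DMSO · Times – 45 min room-temperature reaction, 5 min colour, 30 min stabiliser · Technique – Phosphate-binding colour reagent, absorbance read at 630 nm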
Active calls of the source: *; i = inactive; . = no result given; + = active, no number; & = joins results of further samples. Not all compounds are listed. The share of hits here may be higher or lower than overall.

SMILES	Rin1-Abl PPI inh	Rpn11 inh	NadD block	DNMT1 block	CSN deneddyl inh	STEP inh	LMPTP block	Neddylation inh	SUMO1 PPI mod	Scp1 inh
O=C(COc1ccc(Cl)cc1)N1CCN(Cc2ccc([N+](=O)[O-])cc2)CC1	1	i	-2	-3	6	2	-1.2	i	-17	-4
CCCCn1c(O)c(C(CC)=NCc2cccnc2)c(=O)[nH]c1=O	-1	i	-3	-1	1	-2	-2.1	i	10	-11
C[C@H](CO)N1C[C@H](C)[C@@H](CN(C)C(=O)Oc2cccc3ccccc23)OCc2cn(nn2)CCCC1=O	-1	i	-1	-1	-4	1	-1.1	i	7	.
O=C(O)c1ccc2c(c1)C1C(Cl)C(Sc3ccccc3[N+](=O)[O-])CC1C(c1cccc([N+](=O)[O-])c1)N2 (centres undefined)	3	i	33*	71*	33	6	6.3	i	46*	-7
CC[C@H](C)/C=C(C)/C=C/C1=CC2=C(Cl)C(=O)[C@](C)(OC(C)=O)C(=O)C2=CO1	2	i	-1	14	42	-2	1.2	i	5	4
CCCCn1c(O)c(C=NCCCn2ccnc2)c(=O)[nH]c1=O	4	i	1	0	4	-5	-1.2	i	12	-8
COc1c(C)cc(C(=O)C2CCCN(Cc3ccccn3)C2)cc1C (centres undefined)	-1	i	-2	-1	-1	-1	-0.6	i	-1	-7
CCOC(=O)c1c(C)[nH]c(C)c1C(=O)C(Cc1ccccc1)N(C)C (centres undefined)	-2	i	-6	0	1	-2	-1.0	i	5	2
FC(F)(F)c1ccc2c(c1)nnn2C1CCN(Cc2nnnn2Cc2ccccc2)CC1	-1	i	1	1	1	0	1.1	i	-1	-3
Cc1cc(OC(=O)N(C)C)nc2c1c(C)nn2C	-2	i	6	-1	-2	-3	-1.6	i	1	-6
CCOC(=O)[C@]12Cc3cc(C)ccc3[C@H]1N(CCC(=O)OC)C(=O)c1cc(OC)ccc12	.	.	3	.	-3	.	1.0	i	8	.
CC[C@H](OC(C)=O)C(C[C@H](C)N(C)C)(c1ccccc1)c1ccccc1	6.8*	i	-4	0	-8	0	-0.1	i	-3	-10
COP(=O)(OC)Oc1ccc(C(O)C(Cl)(Cl)Cl)cc1 (centres undefined)	-1	i	-5	2	1	-2	-2.6	i	3	-5
CCCCn1c(O)c(C(CC)=NCCCN(C)C)c(=O)[nH]c1=O	-5	i	-6	10	1	2	-7.8	i	2	-5
CC(C(=O)c1c[nH]c2ccccc12)N1CCOCC1 (centres undefined)	-1	i	-7	-6	-4	0	-0.7	i	-2	1
CC(C)(C)[C@]1(O)C[C@@H]2OC(=O)C[C@@]23C(=O)O[C@@H]2OC(=O)[C@@H](O)C213 (some centres undefined)	8	i	4	8	4	2	0.6	i	7	-6
COc1cc(CN2CCNCC2)cc(OC)c1OC	1	i	3	0	4	-2	-3.9	i	7	-2
COC(=O)C1=C(c2cccc(C#N)c2)C[C@@H]2CC[C@H]1N2C(=O)N1CCc2cc(OC)c(OC)cc2C1	4	i	4	1	-2	1	-0.5	i	-3	-3
Cc1occc1C(=O)N1CCC2(CC1)OCCO2	3	i	-6	4	-4	-6	-1.6	i	-1	-4
Cc1ccc(S(=O)(=O)N(C)C)cc1NC(=O)C(C)[N+]12CCN(CC1)CC2 (centres undefined)	1	i	-2	-4	-1	-2	0.1	i	0	-6

Full records, quoted from the list. Screens in order: Rin1-Abl PPI inh, Rpn11 inh, NadD block, DNMT1 block, CSN deneddyl inh, STEP inh, LMPTP block, Neddylation inh, SUMO1 PPI mod, Scp1 inh
Results for C[C@H](CO)N1C[C@H](C)[C@@H](CN(C)C(=O)Oc2cccc3ccccc23)OCc2cn(nn2)CCCC1=O : -1, i, -1, -1, -4, 1, -1.1, i, 7, .
Results for O=C(COc1ccc(Cl)cc1)N1CCN(Cc2ccc([N+](=O)[O-])cc2)CC1 : 1, i, -2, -3, 6, 2, -1.2, i, -17, -4

(cont.)
SMILES	Rin1-Abl PPI inh	Rpn11 inh	NadD block	DNMT1 block	CSN deneddyl inh	STEP inh	LMPTP block	Neddylation inh	SUMO1 PPI mod	Scp1 inh
CC(=O)N1CN2CN(C1)CN(C(C)=O)C2	1	i	-5	5	-3	-2	-1.8	i	0	-5
CCNCCNc1ccc([N+](=O)[O-])c2cccnc12	-10	i	-2	10	0	-1	-0.1	i	-29	-7
CN(C)[C@@H]1C(=O)C(C(N)=O)=C(O)[C@@]2(O)C(=O)C3=C(O)c4c(O)ccc(Cl)c4[C@@](C)(O)[C@H]3C[C@@H]12	7	i	0	10	13	3	5.2	i	-3	12
COC(=O)C1=C(c2ccccc2OCc2ccccc2)C[C@@H]2CC[C@H]1N2C(=O)NCc1ccc(OC)c(OC)c1	2	i	-3	-4	0	0	0.5	i	11	-11
CN(Cc1ccccc1)C(=C(Cl)Cl)/C(=C1/NCCN1Cc1ccc(Cl)nc1)[N+](=O)[O-]	-3	i	-2	4	2	1	-2.0	i	8	-4
CCOc1ccc(N2C(=O)/C(=C/c3ccc(C)o3)C(=O)NC2=S)cc1	2	+	16	50*	27	3	0.8	i	9	47
CN(C)C(=O)Oc1ccc(OCc2cccc[n+]2C)cc1	-2	i	2	8	-3	-2	-0.6	i	-1	-1
C#C[C@]1(O)CC[C@H]2[C@@H]3CCC4=Cc5nc6nc7ccccc7n6cc5C[C@]4(C)[C@H]3CC[C@@]21C	-1	i	17	-4	14	2	7.9	.	-12	14
COc1ccc(N2C(=O)/C(=C/c3ccc(C)o3)C(=O)NC2=S)cc1	1	+	24	87*	28	4	0.2	i	18	42
COC(=O)C1=C(c2ccc(OC(F)(F)F)cc2)C[C@@H]2CC[C@H]1N2C(=O)NCC1CC1	4	i	-8	7	0	2	-3.6	i	5	-2
O=P(N1CCCCC1)(N1CCCCC1)C(Cl)(Cl)Cl	4	i	0	3	-1	-1	-1.0	i	1	-9
CC1=C2C3OC(=O)C(C)C3CC[C@@]2(C)C=CC1=O (some centres undefined)	1	i	-1	2	4	-2	-1.3	i	1	-9
Cc1cc(N2C(=O)C3CCCN3C2c2ccccc2)no1 (centres undefined)	6	i	1	4	2	-1	-0.5	i	-1	-2
O=C(c1cc(S(=O)(=O)N2CCCCC2)ccc1F)N1CCC2(CC1)OCCO2	2	i	13	3	1	-3	-0.7	i	-1	-2
CNC(C(=O)c1ccccc1)C(OC)c1ccccc1 (centres undefined)	2	i	2	2	-4	-2	0.6	i	1	-4
O=C(Cc1ccc(Cl)c(Cl)c1)NCC1(N2CCOCC2)CCCCC1	-1	i	-4	5	-3	0	1.3	i	-1	13
COC(=O)C12CCc3c(ccc4cc(OC)ccc34)C1=CC(=O)C2 (centres undefined)	-1	i	-5	4	-4	-4	0.1	i	-22	-3
CCOC(=O)c1cc2ccccc2n1C1CCN(Cc2ccccc2)CC1	.	.	1	.	4	.	0.4	i	2	.
CSc1ccc(C(=O)C2CCCN(CCCn3cccn3)C2)cc1 (centres undefined)	4	i	-4	-3	6	0	-1.9	i	0	-7
CCOC(=O)c1c(/N=C/c2c(O)n(-c3ccccc3F)c(=S)[nH]c2=O)sc2c1CCCC2	0	.	23	-2	23	-1	0.7	i	-3	-3

Brought forward from above: two compounds; new compounds follow.
SMILES	Rin1-Abl PPI inh	Rpn11 inh	NadD block	DNMT1 block	CSN deneddyl inh	STEP inh	LMPTP block	Neddylation inh	SUMO1 PPI mod	Scp1 inh
CSc1ccc(C(=O)C2CCCN(CCCn3cccn3)C2)cc1 (centres undefined)	4	i	-4	-3	6	0	-1.9	i	0	-7
CCOC(=O)c1c(/N=C/c2c(O)n(-c3ccccc3F)c(=S)[nH]c2=O)sc2c1CCCC2	0	.	23	-2	23	-1	0.7	i	-3	-3
CN1C(=O)C(=Cc2ccc(N3CCCCCC3)o2)C(=O)N(C)C1=S	-6	.	-1	3	164	1	19	i	-154	2
CCCCC(=O)N/N=C/c1c(O)n(CC)c(=S)[nH]c1=O	-4	i	4	-1	1	-1	-1.9	i	0	-10
CC(=O)c1ccc2c(c1)C1C(Cl)C(Sc3ccccc3[N+](=O)[O-])CC1C(C(=O)O)N2 (centres undefined)	4	i	22	114*	33	19	78*	i	84*	48
Cc1ccc2c(c1)[C@@H]1CN(C)CC[C@@H]1N2C(=O)Nc1cccc(C(F)(F)F)c1	-5	i	-7	-3	-2	-4	-0.5	i	0	0
COc1cccc(CNCCc2ccccc2)c1OC	3	i	12	1	1	3	-0.1	i	3	-3
CCC1(CC(C)c2ccccc2)C(=O)NC(=O)NC1=O (centres undefined)	1	i	4	2	0	-2	1.0	i	-7	-1
Oc1ccc(C2NCc3ccccc3-n3cccc32)cc1Cl (centres undefined)	-1&2	i	-2&-2	3&-1	0&-3	4&1	-9.2&-2.6	i	-2&1	4&-6
Cc1c(C)c2ccc(OCC(=O)N3CCN(Cc4ccccc4)CC3)cc2oc1=O	1	i	-6	4	3	-3	-1.0	i	3	-9
O=C(C1CCC(=O)N1C1CCCCC1)N1CCC2(CC1)OCCO2 (centres undefined)	-3	i	-2	0	0	-2	-0.5	i	-3	0
CC1([N+](=O)[O-])COP(=O)(Nc2cccc(F)c2)OC1 (centres undefined)	3	i	0	-1	0	-3	-2.5	i	3	0
CN1CCCCC1Cc1ccccc1 (centres undefined)	-1	i	8	3	-2	-1	-0.3	i	-2	.
CC1(C)CN=C(Nc2ccc(F)c(Cl)c2)S1	3	i	1	0	-3	3	-0.2	i	7	-5
CCCCn1c(C)c(C(=O)OCC)c2c(CN3CCCC3)c(O)ccc21	-5	i	-4	-3	0	0	0.4	i	11	3
Cc1ccc(N2CCN(CCc3ccccc3)CC2)cc1	-2	i	2	0	-1	-1	-1.5	i	-2	-2
NCCc1ccc(OCc2ccccc2)c(OCc2ccccc2)c1	-2	i	3	8	-1	3	0.6	i	-38	5
COC(=O)C1=C(c2ccccc2)C[C@@H]2CC[C@H]1N2C(=O)NC(C)C	-3	i	-4	-1	0	2	-1.4	i	3	-7
CCCCCn1c(NC(=O)c2ccco2)c(C(=O)OCC)c2nc3ccccc3nc21	2	i	8	46	30	5	6.5	.	38	2
COc1ccc(C2SCC(=O)Nc3c2c(=O)[nH]n3C2CCCCCC2)cc1 (centres undefined)	0	i	1	3	2	2	1.2	i	-3	-4
CCOC(=O)C1=C(C)N(C)C2(C)CC1c1ccccc1O2 (centres undefined)	6	i	-21	1	-1	0	-2.6	i	-3	9
COc1ccc(Cl)cc1C(=O)C1CCCN(Cc2cnc(C)s2)C1 (centres undefined)	-3	i	2	-1	-1	-1	2.8	i	2	0
CC(C)(C)n1c(O)c(C=Nc2ccc3c(c2)CCC3)c(=O)[nH]c1=O	-3	i	-4	1	-4	0	1.0	.	2	-2
NC(=O)OCCCc1ccccc1	-3	i	2	1	-2	0	-0.4	i	4	-6
O=c1c2ccccc2nc(-c2ccco2)n1-c1ccccn1	-4	i	-1	2	3	-2	-2.5	i	-2	-10
Cc1cc(O)c(CN2CCN(c3ccccc3)CC2)cc1C	-2	i	-4	-2	2	-3	-1.9	i	-4	-4

Source: PubChem BioAssay
